High-throughput results from PubChem BioAssay.
CHT allo act: CHT positive allosteric modulators, primary screen, cell-based, membrane potential dye, choline EC20; CHT-expressing cells; stronger effect = higher value; LV-AA mutant CHT in HEK293 cells; B-score at 10 µM; hit rate 0.49% among 310,000; AID 488977, 2010;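 active = initial fluorescence not abnormally high and integrated response B-score, plate-corrected, over 3 SD above library mean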
Target sequence (Q9GZV3 whole entry, looked up): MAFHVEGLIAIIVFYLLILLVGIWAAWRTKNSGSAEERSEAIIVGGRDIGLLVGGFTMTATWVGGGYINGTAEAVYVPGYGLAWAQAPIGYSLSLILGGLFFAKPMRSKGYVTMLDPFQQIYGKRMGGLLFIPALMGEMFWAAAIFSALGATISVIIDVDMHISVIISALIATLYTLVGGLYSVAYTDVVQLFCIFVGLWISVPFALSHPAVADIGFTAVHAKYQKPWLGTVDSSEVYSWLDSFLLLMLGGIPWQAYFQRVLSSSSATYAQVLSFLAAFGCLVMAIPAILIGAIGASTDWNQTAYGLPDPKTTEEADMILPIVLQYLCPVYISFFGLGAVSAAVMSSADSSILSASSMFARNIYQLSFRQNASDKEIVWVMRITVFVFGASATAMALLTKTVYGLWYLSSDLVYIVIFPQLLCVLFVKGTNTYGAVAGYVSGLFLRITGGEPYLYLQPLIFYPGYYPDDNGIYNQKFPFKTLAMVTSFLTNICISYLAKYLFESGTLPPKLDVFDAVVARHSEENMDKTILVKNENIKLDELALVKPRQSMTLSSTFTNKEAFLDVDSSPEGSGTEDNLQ
OX1R antag-1: OX1R (HCRTR1) antagonists, primary screen, fluorescence, CHO/OX1R cells, Fluo-8 calcium, orexin A; Orexin/Hypocretin receptor type 1 (Homo sapiens), O43613; Fluo-8 calcium fluorescence; inhibition, % at 5 µM; hit rate 0.43% among 330,000; AID 434989, 2010;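 active = inhibition above its plate's threshold, mean inhibition of all tested compounds on the plate plus 3 SD, cut at about 37% in these data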;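 note: 0% = orexin A challenge wells and 100% = SB-334867-A antagonist wells; not every result past the cut was called active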
Target sequence (O43613 whole entry, looked up): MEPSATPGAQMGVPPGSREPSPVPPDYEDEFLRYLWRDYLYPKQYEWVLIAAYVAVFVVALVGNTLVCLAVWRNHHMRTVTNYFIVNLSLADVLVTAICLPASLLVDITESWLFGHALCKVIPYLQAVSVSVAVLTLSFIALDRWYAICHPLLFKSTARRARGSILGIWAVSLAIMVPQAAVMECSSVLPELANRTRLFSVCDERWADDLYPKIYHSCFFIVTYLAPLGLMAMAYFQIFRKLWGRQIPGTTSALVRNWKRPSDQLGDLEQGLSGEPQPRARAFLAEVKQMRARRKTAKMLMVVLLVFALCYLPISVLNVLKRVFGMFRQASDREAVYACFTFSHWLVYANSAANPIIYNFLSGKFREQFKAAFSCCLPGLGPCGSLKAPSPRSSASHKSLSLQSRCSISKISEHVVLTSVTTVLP
OX1R antag-2: antagonists of human orexin 1 receptor (OX1R); hit rate 1.8% among 330,000; inhibition, % at 6.6 µM; OX1R-expressing cells, FRET antagonist read-out; Orexin/Hypocretin receptor type 1 (Homo sapiens), O43613; AID 485270, 2010; in the data active = inhibition mostly above about 38%, no sharp cut-off; inactive = mostly below about 40%;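 note: 0% = agonist challenge alone and 100% = reference antagonist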
An asterisk follows results filed as active; i = inactive; · = not tested or not shown.

SMILES	CHT allo act	OX1R antag-1	OX1R antag-2
O=C(c1ccccc1Sc1cccc2ccccc12)N1CCOCC1	i	-18	21
CCCCOc1ccc(C(=O)N2CCCCCC2)cc1	i	-21	2
CCCOc1ccc(NC(=O)CC2C(=O)N(c3ccc(OCC)cc3)C(=S)N2C2CC2)cc1 (stereo unspecified)	i	-22	11
Cc1cc(-c2csc(NC(=O)c3ccccc3C(F)(F)F)n2)c(C)n1Cc1ccccc1	i	8	6
COc1ccccc1NC(=O)C1=C(C)NC(=O)NC1c1ccco1 (stereo unspecified)	i	-7	6
Cc1cc(/C=C2\SC(=O)N(CC(=O)Nc3ccccc3F)C2=O)c(C)n1C	i	-11	10
S=C(Nc1cccc2ccccc12)NN1CCOCC1	i	-15	4
COc1ccc(CCNC(=O)C2CCCN2S(=O)(=O)c2cccc3nsnc23)cc1OC (stereo unspecified)	i	-16	29
O=C(CC1COc2ccccc2O1)NCCc1ccccc1 (stereo unspecified)	i	-20	22
O=C(CN1C(=O)C2C3CC(C(Br)C3Br)C2C1=O)Nc1ccc(C(=O)O)cc1 (stereo unspecified)	i	12	6
Cc1ccc(C)c(S(=O)(=O)NCCCc2ccccc2)c1	i	-28	5
CCCOc1cccc(C(=O)NCCNC(=O)c2ccc(C)nc2)c1	i	-18	9
Cc1cc(SCC(=O)N/N=C/c2cccnc2)nc2c(C)cccc12	i	-33	15
C/C(=N/OC(=O)c1ccc(C)cc1)C(=O)c1ccc(Br)cc1	i	-8	8
CS(=O)(=O)c1ccc(-c2cccc(NC(=O)c3ccc(Br)o3)c2)nn1	i	-18	27
COc1ccc(NC(=O)/C(N=Nc2ccc(Cl)c(S(=O)(=O)Nc3ccc(Cl)cc3)c2)=C(\C)O)cc1	·	-2	3
COc1ccc(-c2nn(-c3ccccc3)cc2/C=C2/SC(=S)N(CCC(=O)O)C2=O)c(C)c1	i	-4	0
O=C(N/N=C/c1ccc(F)cc1)c1ccncc1	i	1	15
Cc1nnc(SCC(=O)NCc2ccco2)[nH]c1=O	i	-13	30
CCOc1ccc(NC(=O)C(C)N2C(=O)c3ccccc3C2=O)cc1 (stereo unspecified)	i	-10	9
COc1ccc(OCC(=O)NC2CCCc3ccccc32)cc1 (stereo unspecified)	i	-24	16
O=C(Cn1nnc(-c2ccccc2F)n1)Nc1ccc2c(c1)OCO2	i	-6	12
CCC1=C([N+](=O)[O-])C(c2ccc3c(c2)OCO3)NC(=O)N1 (stereo unspecified)	i	3	7
COc1ccc(S(=O)(=O)N(C)C[C@H]2Oc3ccc(NC(=O)Cn4cnnn4)cc3C(=O)N([C@H](C)CO)C[C@@H]2C)cc1	·	-4	5
CC1=CC(c2ccc(Cl)cc2)n2nc(NC(=O)c3ccccc3)nc2N1 (stereo unspecified)	i	-28	40
C=CC[C@H](CC(=O)NCCO)C(=O)N[C@H](COC(=O)[C@@H](CC=C)Cc1ccc(F)cc1)Cc1ccccc1	·	-10	4
c1ccc(COc2ccc(OCCn3cncn3)cc2)cc1	i	1	5
CCCc1nn(C)c2c(=O)[nH]c(-c3cc(S(=O)(=O)N4CCN(C)CC4)ccc3OCC)nc12	i	-23	11
CCN1CCN(Cc2nnc(-c3ccc(C)cc3)o2)CC1	i	-10	-9
N#CC1(NC(=O)COc2cccnc2[N+](=O)[O-])CCCCC1	·	-13	12
COC(=O)[C@H]1[C@H]2C[C@@H]3c4[nH]c5cc(OC)ccc5c4CCN3C[C@H]2C[C@@H](OC(=O)c2cc(OC)c(OC)c(OC)c2)[C@@H]1OC	i	-8	8
CC(C)CCN(Cc1ccco1)S(=O)(=O)c1ccc(-c2ccc(=O)[nH]n2)s1	i	-8	7
O=C(NC(=O)c1ccccc1O)c1ccc2c(c1)CCO2	i	-3	6
O=C(c1cc(Cl)nc2ccccc12)N1CCN(S(=O)(=O)c2cccc(F)c2)CC1	i	-50	14
CCOC(=O)C1CCCN(S(=O)(=O)NC[C@H]2O[C@@H](n3cnc4c(N)ncnc43)[C@H](O)[C@@H]2O)C1 (stereo partly specified)	·	4	-1
CC(n1cnnn1)C12CC3CC(CC(C3)C1)C2 (stereo unspecified)	i	-5	15
Cc1ccc(C(=O)N2N=C(CC(C)C)CC2(O)C(F)(F)F)o1 (stereo unspecified)	i	-8	30
Cc1cccc(/N=C/c2c(O)c3ccccc3oc2=O)n1	i	-6	55
Cc1ccc(S(=O)(=O)Nc2c(O)c3ccccc3oc2=O)cc1C	i	-7	19
CCOc1ccccc1C(=O)N[C@H](C(=O)Nc1cc(S(=O)(=O)N(C)C)ccc1OC)C(C)C	i	-37	23
COc1cccc(NC(=O)CN(C)C(=O)CCNC(=O)c2ccc(Br)cc2)c1	i	-34	22
Cc1cccc(OCc2nnc(SCC(=O)N3CCCC3)o2)c1	i	-22	29
CCc1c(O)nc(SCC(=O)Nc2nc3ccccc3s2)n(C2CCCCC2)c1=O	i	-35	2
COc1ccc(NC(=O)COC(=O)c2ccccc2SCC(=O)N2CCCC2)cc1	i	-25	6
CCOC(=O)CNC(=O)CSc1nc(-c2ccccc2)ns1	i	-6	18

Sorted by value in OX1R antag-1 (largest number first): some entries from above
| Structure | OX1R antag-1 |
| --- | --- |
| CCOC(=O)CNC(=O)CSc1nc(-c2ccccc2)ns1 | -6 |
| Cc1ccc(S(=O)(=O)Nc2c(O)c3ccccc3oc2=O)cc1C | -7 |
| Cc1ccc(C(=O)N2N=C(CC(C)C)CC2(O)C(F)(F)F)o1 (stereo unspecified) | -8 |
| COc1cccc(NC(=O)CN(C)C(=O)CCNC(=O)c2ccc(Br)cc2)c1 | -34 |

The list continues.
SMILES	CHT allo act	OX1R antag-1	OX1R antag-2
Cc1ccc(NC(=O)COC(=O)CCCC2=NS(=O)(=O)c3ccccc3N2)cc1C	i	8	20
CC(C)NC(=O)CCNS(=O)(=O)c1ccc(Br)cc1	i	-9	17
COCC(C)NC(=S)Nc1ccccc1[N+](=O)[O-] (stereo unspecified)	i	4	8
CCOC(=O)N1CCN(c2ccc(C(=O)CC)cc2F)CC1	i	-10	9
CNC(=O)CSCc1c(F)cccc1Cl	i	4	4
CCOC(=O)N1CCN(C(=O)Nc2ccc3nc(C)sc3c2)CC1	i	-12	7
COc1cc(C(=O)NC2CCN(Cc3ccccc3)CC2)cc(Cl)c1OC(C)C	i	-13	1
CCN1CCc2c(OCC(=O)Nc3ccccc3)cccc2C1=O	i	-10	11
Cc1ccc(NC(=O)CC2SC(=Nc3ccc(O)cc3)NC2=O)cc1 (stereo unspecified)	i	-15	8
COc1ccccc1NS(=O)(=O)c1cccc(C(=O)NCC(c2ccco2)N2CCCC2)c1 (stereo unspecified)	·	-9	2
O=C(NCc1nnc2c(C(F)(F)F)cc(Cl)cn12)c1ccco1	i	-11	4
OCCNC(=S)c1ccccc1	i	-2	14
COC(=O)c1sccc1NC(=O)CSc1ccccc1NS(=O)(=O)c1ccc(Cl)cc1	i	-15	30
CC12CNCC(C)(CN(C3(O)C(=O)Nc4ccc(Br)cc43)C1)C2=O (stereo unspecified)	i	-13	26
CCOP(=O)(c1ccc(N(C)C)cc1)C(O)c1ccccc1OC (stereo unspecified)	i	0	13
O=C(Nc1cccc([N+](=O)[O-])c1)c1[nH]ncc1Cl	i	-12	22
COc1ccc(CNC(=O)CCn2c(=O)oc3ccccc32)cc1	i	-8	10
CC(C)Oc1ccc(C2C(C#N)=C(N)Oc3c2oc(CO)cc3=O)cc1 (stereo unspecified)	i	3	45
COc1ccc(CC(=O)OCC(=O)NNC(=O)c2ccccc2)cc1	·	15	4
CC1CC(C)CN(CCCNC(=O)Cc2c(C(=O)O)n(C)c3ccccc23)C1 (stereo unspecified)	i	-9	10
CCOc1ccc(S(=O)(=O)N2CCN(C(=O)c3cc4ccccc4o3)CC2)cc1	·	-8	3
C/C(=N/NC(=O)CNc1ccc(Cl)cc1C)c1ccc(C)cc1	i	-9	12
c1ccc2[nH]c(-c3cscn3)nc2c1	i	-3	3
CCOc1ccc2[nH]c(=O)c(CN(Cc3nnnn3Cc3ccccc3)CC3CCCO3)cc2c1 (stereo unspecified)	i	-29	40
CCN1CCc2c(sc(NC(=O)c3ccc4ccccc4c3)c2C(N)=O)C1	i	-18	32
CC1Sc2ccccc2N(CC(=O)N(C(C)C)C(C)C)C1=O (stereo unspecified)	i	-15	0
CCO[C@H]1OC(C(=O)NCc2ccccc2)=C[C@@H](c2ccccc2)[C@@H]1CCCO	i	-29	12
COc1ccccc1N1CC(C(=O)OCC(=O)c2ccc(F)cc2)CC1=O (stereo unspecified)	i	7	8
N#CC1=C(N)OC2=C(C(=O)CCC2)C12CCC1(CC2)OCCO1	i	-19	17
O=C(COc1ccc(C(=O)c2ccc(F)cc2)cc1)Nc1cccc(S(=O)(=O)N2CCOCC2)c1	·	18	15
Cc1cc(Cl)c(S(=O)(=O)N2CCSCC2)cc1OCC(=O)NC1CCCCC1	i	0	0
Nc1ncnc2c1ncn2[C@@H]1O[C@H](CNCc2ccccc2)[C@@H](O)[C@H]1O	·	2	-4
COc1ccc(C(=O)NCC(=O)N/N=C/c2ccc([N+](=O)[O-])o2)cc1OC	i	-4	40
COc1ccc(Cc2c(O)nc(SCC(C)C)[nH]c2=O)cc1	i	20	21
CNC(=S)N1N=C(c2ccc(C)cc2)CC1c1cc(OC)ccc1OC (stereo unspecified)	i	-58	9
COc1ccc(Cl)cc1NC(=O)Nc1ccccc1SC	i	-3	23
O=C(CN1CCc2ccccc2C1)NCC(=O)Nc1ccc(F)cc1	i	-3	11
O=C(O)CNC(=S)N(Cc1ccccc1)Cc1cccnc1	i	1	-2
CCC(C)c1ccc(NC(=O)COC(=O)c2nc3nccc(C)n3n2)cc1 (stereo unspecified)	i	-7	33
COc1ccc(OCC(=O)NNC(=O)C(=O)Nc2cc(OC)ccc2OC)cc1	i	-16	20
CC(C)N(Cc1nc2ccccc2c(=O)[nH]1)C(=O)c1ccc(NC(=O)CSc2nnnn2C)cc1	·	-3	-1
CCOC(=O)c1ccc(NC(=O)c2nc[nH]c2C(=O)N(CC)CC)cc1	i	-23	37
Cc1ccc(-n2nnnc2SCC(=O)c2c(N)n(C3CC3)c(=O)[nH]c2=O)cc1	·	-16	0
O=C(Cc1ccc([N+](=O)[O-])cc1)Nc1nnc(C2CC2)s1	i	-15	14
CC1=CC(c2ccccc2)n2nc(NC(=O)CCCC(=O)O)nc2N1 (stereo unspecified)	i	-2	6
Nc1c(C(=O)O)sc2nc(-c3ccccc3)cc(-c3ccc(F)cc3)c12	i	-7	11
O=C(CCN1C(=O)/C(=C/c2cccs2)SC1=S)Nc1ccc(C(=O)O)c(O)c1	i	-12	18
CC(C)n1c(N2CCN(C(=O)Nc3ccccc3)CC2)nc2ccccc21	i	-20	3
CCC(c1nnc(SCC(=O)NCC2CCCO2)n1Cc1ccccc1)N(C)C (stereo unspecified)	i	-24	21
NC(=O)NCc1ccccc1F	i	5	8
COc1cc(NC(=O)c2ccc3c(c2)OCCO3)ccc1NC(=O)c1cccs1	i	-29	9
COC(=O)c1sccc1OCc1cccc(OC)c1	i	-27	17
CC(=O)Nc1ccc2nc(NC(=O)COc3ccccc3Cl)sc2c1	i	-1	20
CCn1c(SCC(=O)Nc2cccc(C)n2)nc2c1c(=O)n(C)c(=O)n2C	i	-6	2
C[C@H](NCc1c[nH]c2ccccc12)c1ccccc1	i	-27	-1
CCCc1ccc2oc(C(=O)N3CCCC3)c(C)c2c1	i	-17	-8
Cc1cccc(C(=O)OCC(=O)N2CCC(c3ccccc3)=N2)c1O	i	-25	24
COc1ccc2[nH]c(=O)c(CN(CCO)C(=O)c3cccs3)cc2c1	i	0	8
CC(C(=O)Nc1cccc([N+](=O)[O-])c1)N1C(=O)NC2(CCCC2)C1=O (stereo unspecified)	i	-12	9
O=C(Nn1c(-c2ccc(Br)cc2)nc2ccccc2c1=O)c1ccc([N+](=O)[O-])cc1	i	-27	39

Grouped by structure, those above with a furan ring, fused or not
SMILES	CHT allo act	OX1R antag-1	OX1R antag-2
COc1ccccc1NC(=O)C1=C(C)NC(=O)NC1c1ccco1 (stereo unspecified)	i	-7	6
CS(=O)(=O)c1ccc(-c2cccc(NC(=O)c3ccc(Br)o3)c2)nn1	i	-18	27
Cc1nnc(SCC(=O)NCc2ccco2)[nH]c1=O	i	-13	30
CC(C)CCN(Cc1ccco1)S(=O)(=O)c1ccc(-c2ccc(=O)[nH]n2)s1	i	-8	7
Cc1ccc(C(=O)N2N=C(CC(C)C)CC2(O)C(F)(F)F)o1 (stereo unspecified)	i	-8	30
COc1ccccc1NS(=O)(=O)c1cccc(C(=O)NCC(c2ccco2)N2CCCC2)c1 (stereo unspecified)	·	-9	2
O=C(NCc1nnc2c(C(F)(F)F)cc(Cl)cn12)c1ccco1	i	-11	4
CCOc1ccc(S(=O)(=O)N2CCN(C(=O)c3cc4ccccc4o3)CC2)cc1	·	-8	3
COc1ccc(C(=O)NCC(=O)N/N=C/c2ccc([N+](=O)[O-])o2)cc1OC	i	-4	40
CCCc1ccc2oc(C(=O)N3CCCC3)c(C)c2c1	i	-17	-8

Continuation:
SMILES	CHT allo act	OX1R antag-1	OX1R antag-2
CC(C(=O)Nc1ccc2c(c1)OCO2)n1cnc2c1c(=O)n(C)c(=O)n2C (stereo unspecified)	·	-9	2
CCCc1ccc(Oc2cn[nH]c2-c2ccc(O)cc2O)cc1	i	22	-6
C=CCNC(=O)c1ccc(S(=O)(=O)CC)c(Cl)c1Cl	i	-8	4
COc1cc(NC2=CC(=O)CC(C)(C)C2)cc(OC)c1OC	i	-23	7
CC(=O)NC1C(=O)N=C(SCC(=O)NCc2ccccc2)NC1=O (stereo unspecified)	i	9	3
CCCN1CCC(=O)N([C@H](CSc2ccc(OC)cc2)CC(C)C)CC1	i	-32	24
